Screening results from PubChem.
HCT116 PTEN-null: growth suppression of PTEN-null HCT116, primary screen, cell-based, CellTiter-Glo. HCT116 PTEN-null viability, 60 h; stronger effect = lower value. viability, % at 10 µM. 1.2% of 140,000 active. AID 827, 2007;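 active means viability at or below a set limit, 4 SD under the median of all tested compounds, cut at about 3.7% in these data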;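 further: PTEN knockout HCT116 line with beta catenin targeted HCT116 as companion control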
Phagocytosis inh: inhibitors of macrophage phagocytosis, primary screen, imaging, J774A.1 cells, IgG beads. J774A.1 macrophage IgG-bead phagocytosis. inhibition, % at 5 µM. 0.07% of 110,000 active;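 active means inhibition above the mean of the plate negative controls plus 5 SD, cut at about 13% in these data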;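 further: phagocytic index as fraction of beads internalized from green versus red external bead signal; plate controls were DMSO negative control for no effect and cytochalasin-D positive control for full effect; some results beyond the cut were filed as inactive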
Yeast lifespan up: compounds extending yeast replicative lifespan, primary screen, S. cerevisiae, OD615; S. cerevisiae growth with nicotinamide; deaD strain in restrictive glucose medium; inhibition of the nicotinamide effect, % at 10 µM; 0.68% of 130,000 active;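 active means inhibition above a set limit, placed 3 SD over the median of all compounds, cut at about 26% in these data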;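 further: 0% = nicotinamide-treated wells and 100% = cells grown without nicotinamide; some compounds called inactive have numbers as strong as hits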
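Buffer or medium: CSMM-D glucose medium, restrictive; test system: modified budding yeast, DeaD strain; compound: single dose 10 µM compound, 0.25% DMSO; schedule: culture preincubation 4 h, compound exposure 48 h, both 30 °C; detection: optical density (absorbance) at 615 nm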
GALR2 blocker: GALR2 antagonists in receptor-expressing cells, primary screen; AID 828, 2007; inhibition, % at 4 µM; antagonist mode; 0.39% of 140,000 active; in the data active means inhibition above about 27%;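 further: cells stimulated with galanin 1-16 at roughly its EC80; 0% = agonist challenge control and 100% = basal control without agonist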
Target sequence (O43603 whole entry, looked up): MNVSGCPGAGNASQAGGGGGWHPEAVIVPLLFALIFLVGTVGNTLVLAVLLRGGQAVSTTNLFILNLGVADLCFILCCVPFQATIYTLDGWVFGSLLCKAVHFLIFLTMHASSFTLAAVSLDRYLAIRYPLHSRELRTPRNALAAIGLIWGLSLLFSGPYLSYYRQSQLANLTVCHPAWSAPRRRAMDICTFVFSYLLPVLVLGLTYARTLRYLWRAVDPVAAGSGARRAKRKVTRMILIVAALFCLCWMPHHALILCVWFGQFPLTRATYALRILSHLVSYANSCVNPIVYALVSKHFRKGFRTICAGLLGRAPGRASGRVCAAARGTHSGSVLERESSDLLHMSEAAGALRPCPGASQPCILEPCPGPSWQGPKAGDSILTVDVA
BB579 growth dn: growth inhibitors of yeast BB579 in restrictive medium, primary screen, yeast lifespan-shortening project, S. cerevisiae; OD615, 48 h; 0.51% of 140,000 active; inhibition, % at 10 µM;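 active means inhibition above a set limit, 3 SD over the mean compound inhibition, cut at about 44% in these data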; further: inactives centre near -24
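Detection: OD615 turbidity measurement; Material: Saccharomyces cerevisiae DeaD strain BB579, replicative lifespan model yeast; Timing: 48 h exposure, 30 °C; Doses: single 10 µM dose; Medium: CSMM-D restrictive synthetic medium containing dextrose (glucose); Controls: amphotericin B at 10 µg/mL as positive control.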
Measles CPE: compounds protecting cells from measles virus cytopathic effect, primary screen, measles RdRp inhibitor project, single point, MLSMR library, absorbance | Measles virus-infected cells, CPE protection | protection (pct of control), % at 4 µM | 1.5% of 140,000 active; in the data active means protection mostly above about 24%, no sharp cut-off; inactive means mostly below about 26%; further: some compounds called inactive have numbers as strong as hits
MRP-1 activ: H69AR viability gain despite doxorubicin, primary screen, MRP-1 activator project, H69AR cells, CellTiter-Glo. viability increase, % at 10 µM. AID 799, 2007. viability rescue. 0.61% of 140,000 active;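 active means viability gain under doxorubicin at or above a set limit, the compound median plus 3 SD, cut at about 4.7% in these data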;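 further: MRP-1 overexpressing cells given doxorubicin 25 µM after compound pretreatment; 18-22 h compound pretreatment then 72 h with doxorubicin before readout; 0% = doxorubicin-only wells and 100% = vehicle-treated cells without doxorubicin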
bCat KO growth: primary screen for growth suppressors in beta-catenin knockout HCT116 cells (colon tumor, human). HCT116 beta-catenin knockout viability, CellTiter-Glo, 60 h; stronger effect = lower value. viability, % at 10 µM. 1.5% of 140,000 active. AID 818, 2007;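 active means viability at or under a set limit, the compound median less 4 SD, cut at about 6% in these data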;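 further: 0% = Hyamine 1622 control at 20 µM and 100% = untreated cell control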
NPY-Y2 antag: NPY-Y2 receptor antagonists, primary screen, cell-based; AID 793, 2007; NPY-Y2 expressing cells, antagonist mode; 0.99% of 140,000 active; inhibition, % at 2.7 µM; in the data active means inhibition above about 17%;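 further: 0% = vehicle with agonist challenge and 100% = reference antagonist with challenge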
Target sequence (P49146 whole entry, looked up): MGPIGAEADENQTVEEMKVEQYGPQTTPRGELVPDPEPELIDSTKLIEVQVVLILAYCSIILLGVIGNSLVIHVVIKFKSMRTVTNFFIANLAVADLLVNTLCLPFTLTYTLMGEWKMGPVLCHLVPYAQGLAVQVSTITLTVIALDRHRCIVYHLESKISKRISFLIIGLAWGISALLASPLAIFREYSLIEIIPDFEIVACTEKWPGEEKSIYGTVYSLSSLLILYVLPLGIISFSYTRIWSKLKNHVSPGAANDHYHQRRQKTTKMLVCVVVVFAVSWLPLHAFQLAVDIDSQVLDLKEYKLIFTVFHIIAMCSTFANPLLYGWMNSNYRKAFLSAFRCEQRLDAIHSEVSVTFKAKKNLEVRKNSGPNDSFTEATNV
E-sel TNF inh: E-selectin induction blockers in HUVEC – imaging, immunofluorescence, high content, primary screen. HUVEC TNFa-induced E-selectin immunofluorescence. inhibition, % at 2 µM. 0.71% of 120,000 active;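 active means inhibition above the batch mean plus 3 SD, and confirmed as a hit on visual image review, cut at about 43% in these data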;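 further: 0% = TNF-stimulated DMSO wells and 100% = unstimulated control wells; not every result past the cut was called active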
* = called active by the depositor; / = not tested or not shown; & = joins results of further samples.

Letters: A = HCT116 PTEN-null; B = Phagocytosis inh; C = Yeast lifespan up; D = GALR2 blocker; E = BB579 growth dn; F = Measles CPE; G = MRP-1 activ; H = bCat KO growth; I = NPY-Y2 antag; J = E-sel TNF inh
smiles: CC(=O)NC(Cc1c[nH]c2ccccc12)C(=O)NCc1ccc2c(c1)OCO2 (stereo unspecified)
  A: 97; B: -1; C: -8; D: -5; E: -42; F: 7; G: -1.2; H: 94; I: 1; J: -18
smiles: COCCCNC(=O)Nc1ccc(Br)cc1Cl
  A: 79; B: 0; C: -15; D: -3; E: -15; F: 10; G: -0.3; H: 77; I: -2; J: -37
smiles: CCOC(=O)c1cccc2c1-c1ccccc1/C2=N/O
  A: 95; B: /; C: -16; D: 2; E: -16; F: 3; G: -0.8; H: 100; I: 6; J: -13
smiles: CCOc1cc(N2CCOCC2)c(OCC)cc1NC(=O)COc1cccc2cccnc12
  A: 3.6*; B: -1; C: -8; D: 12; E: 67*; F: 3; G: -2.6; H: 4.3*; I: 0; J: -17
smiles: COc1ccccc1CN=C1NC(=O)C(CC(=O)Nc2ccc(OC)c(OC)c2)S1 (stereo unspecified)
  A: 107; B: -3; C: -5; D: 1; E: -22; F: 14; G: 0.6; H: 104; I: -3; J: -30
smiles: Cn1c(=O)c(C(=O)COC(=O)c2cc(C(F)(F)F)nc3ccccc23)c(N)n(Cc2ccccc2)c1=O
  A: 54; B: /; C: 0; D: -11; E: -36; F: 7; G: -1.4; H: 44; I: 5; J: 9
smiles: CC1(C)SCC(C(=O)O)N1C=O (stereo unspecified)
  A: 93; B: -3; C: 3; D: -9; E: -29; F: 3; G: -2.7; H: 96; I: 4; J: 11
smiles: COc1ccc(Oc2coc3cc(OC(=O)/C=C/c4ccccc4)ccc3c2=O)cc1
  A: 94; B: -3; C: 6; D: 1; E: -2; F: 7; G: -2.0; H: 86; I: 3; J: /
smiles: O=C(C1CC1)N1CCCN(C(=O)C2CC2)CC1
  A: 94; B: -1; C: -8; D: 10; E: -2; F: 17; G: -0.3; H: 96; I: 1; J: /
smiles: COCC(C)NC(C(=O)Nc1ccc(C)c(Cl)c1)c1ccccc1 (stereo unspecified)
  A: 70; B: -1; C: 2; D: -3; E: -19; F: 2; G: 0.3; H: 74; I: 5; J: -14

Shown with each value named: 2 of the compounds above.
CC1(C)SCC(C(=O)O)N1C=O (stereo unspecified)
  HCT116 PTEN-null: 93	Phagocytosis inh: -3	Yeast lifespan up: 3	GALR2 blocker: -9	BB579 growth dn: -29	Measles CPE: 3	MRP-1 activ: -2.7	bCat KO growth: 96	NPY-Y2 antag: 4	E-sel TNF inh: 11

COc1ccc(Oc2coc3cc(OC(=O)/C=C/c4ccccc4)ccc3c2=O)cc1
  HCT116 PTEN-null: 94	Phagocytosis inh: -3	Yeast lifespan up: 6	GALR2 blocker: 1	BB579 growth dn: -2	Measles CPE: 7	MRP-1 activ: -2.0	bCat KO growth: 86	NPY-Y2 antag: 3	E-sel TNF inh: /

(cont.)
Letters: A = HCT116 PTEN-null; B = Phagocytosis inh; C = Yeast lifespan up; D = GALR2 blocker; E = BB579 growth dn; F = Measles CPE; G = MRP-1 activ; H = bCat KO growth; I = NPY-Y2 antag; J = E-sel TNF inh
smiles: Cc1ccc(N2C(N)=C(C#N)C(c3cccs3)C3=C2CC(C)(C)CC3=O)cc1 (stereo unspecified)
  A: 78; B: 0; C: -13; D: -19; E: -22; F: 12; G: -3.2; H: 90; I: 6; J: 0
smiles: CC(=O)NCC(=O)NC1(C(=O)NC2CCCC2)CCCCC1
  A: 101; B: -2; C: -7; D: 0; E: 18; F: 2; G: 0.4; H: 92; I: 1; J: /
smiles: COc1cccc(CNC(=O)C(=O)NCC(c2ccco2)N2CCOCC2)c1 (stereo unspecified)
  A: 86; B: /; C: -3; D: -6; E: -28; F: 1; G: -0.3; H: 97; I: -1; J: /
smiles: CCc1cccc(CC)c1NC(=O)COC(=O)/C(C#N)=C/c1ccc(OC)cc1
  A: 100; B: -9; C: 3; D: 12; E: -44; F: 3; G: -1.5; H: 89; I: 4; J: -56
smiles: Cc1ccc(NC(=O)CN2CCN(c3ccccn3)CC2)c(Cl)c1
  A: 94&87; B: 0; C: -16; D: 8; E: -21; F: 22; G: -0.8; H: 83; I: 7; J: 14
smiles: Cc1cc(Cl)ccc1Oc1ccc(C(N)=O)cc1[N+](=O)[O-]
  A: 86; B: -1; C: 0; D: -4; E: -33; F: 7; G: -2.5; H: 95; I: 3; J: -9
smiles: Cc1cc(=O)oc2cc(OCC(O)CN3CCN(c4ccc(F)cc4)CC3)ccc12 (stereo unspecified)
  A: 65; B: -1; C: -24; D: 5; E: -43; F: 8; G: -1.7; H: 85; I: 2; J: -27
smiles: COc1ccc(OC)c(-n2c(O)cnc2Nc2nc(C)cc(C)n2)c1
  A: 92; B: 0; C: -11; D: 8; E: -25; F: 8; G: -0.3; H: 95; I: 6; J: -21
smiles: CCc1ccc(OCc2nnc(SCCN3CCOCC3)n2C)cc1
  A: 105; B: 1; C: -7; D: 5; E: -35; F: 4; G: 2.2; H: 93; I: -1; J: -1
smiles: CCC(=NCc1ccccc1)c1c(C(F)(F)F)[nH]n(-c2nc3ccccc3s2)c1=O
  A: 96; B: 1; C: -11; D: -1; E: -55; F: 9; G: -0.7; H: 100; I: 4; J: 8
smiles: O=C(O)c1cc(N/N=C/c2ccc3c(c2)OCCO3)ccc1Cl
  A: 99; B: -5; C: -5; D: 1; E: -8; F: 6; G: 0.8; H: 102; I: 3; J: -11
smiles: Cc1nc(SCC(=O)Nc2ccc3c(c2)OCCO3)c2oc3ccccc3c2n1
  A: 100; B: /; C: -20; D: -12; E: -54; F: 5; G: -1.6; H: 90; I: 0; J: 9
smiles: C=C(C)COc1ccc(-c2ncncc2Oc2ccc(OC)cc2)c(O)c1
  A: 87; B: -4; C: -2; D: -8; E: -34; F: 16; G: -0.3; H: 85; I: 3; J: /
smiles: O=S(=O)(/N=C(\c1ccccc1F)N1CCCCC1)c1ccccc1
  A: 106; B: -1; C: 2; D: 6; E: -10; F: 7; G: -1.2; H: 98; I: -1; J: 16
smiles: CCCCS(=O)CC(COc1ccc(Cl)cc1)OC(=O)c1ccccc1 (stereo unspecified)
  A: 92; B: 2; C: 13; D: 7; E: -22; F: 30; G: -1.2; H: 90; I: 4; J: -38
smiles: COC(=O)c1cc(OC)c(OC)cc1NC(=O)c1ccc(C)cc1
  A: 71; B: /; C: -7; D: -5; E: -49; F: 3; G: -4.5; H: 73; I: 2; J: 16
smiles: COc1ccc(C2C(C#N)=C(SC)NC3=C2C(=O)CC(C)(C)C3)cc1 (stereo unspecified)
  A: 86; B: -2; C: 2; D: 19; E: -23; F: 11; G: -4.0; H: 83; I: -1; J: -24
smiles: CCOc1ccccc1C1CC(=O)NC(SCC(=O)Nc2nccs2)=C1C#N (stereo unspecified)
  A: 81; B: -1; C: -3; D: 5; E: -38; F: 10; G: -5.7; H: 93; I: 0; J: /
smiles: COc1ccccc1CNC(=O)CCCN1C(=O)COc2ccc(C)cc21
  A: 102; B: -3; C: -12; D: -3; E: 16; F: 13; G: 0.7; H: 103; I: -1; J: -50
smiles: O=C(/C=C/c1ccc(S(=O)(=O)N2CCOCC2)cc1)NCc1ccccc1
  A: 101; B: -1; C: 2; D: 5; E: -2; F: 16; G: -2.4; H: 90; I: 0; J: 5
smiles: O=C1C2C3C=CC([C@@H]2C(=O)N1C1CC1)[C@H]1C(=O)N(C2CC2)C(=O)C31 (stereo partly specified)
  A: 90; B: /; C: -8; D: 3; E: -20; F: 21; G: -0.7; H: 98; I: 0; J: -37
smiles: Cc1nc2sc(C(c3ccc(Br)cc3)N3CC(C)OC(C)C3)c(O)n2n1 (stereo unspecified)
  A: 89; B: -3; C: 1; D: -4; E: 6; F: 5; G: -3.1; H: 98; I: 1; J: -13
smiles: CCSc1nnc(NC(=O)CSc2nnc(-c3c[nH]c4ccccc34)n2CC)s1
  A: 98; B: 0; C: -9; D: -10; E: -28; F: 9; G: -2.6; H: 91; I: 5; J: -14
smiles: Cc1ccc(NC2=CC(=O)CC(C)(C)C2)cc1C
  A: 76; B: -1; C: -7; D: 7; E: -20; F: 5; G: -3.0; H: 76; I: 1; J: -16
smiles: CC(C)NC(=O)c1ccccc1NC(=O)/C=C/c1cccc([N+](=O)[O-])c1
  A: 95; B: -5; C: 4; D: 3; E: -37; F: 6; G: -2.5; H: 101; I: 4; J: 13
smiles: CC(=O)N(C)c1ccc(NC(=O)COc2ccc(Br)cc2C)cc1
  A: 72; B: -2; C: 4; D: -7; E: -9; F: 18; G: -2.0; H: 73; I: 5; J: /
smiles: COc1ccc(C2C(C#N)=C(/N=C/N3CCN(C)CC3)OC3=C2C(=O)CC(C)(C)C3)cc1 (stereo unspecified)
  A: 102; B: -3; C: -13; D: -3; E: -42; F: 3; G: -1.3; H: 97; I: 2; J: 1
smiles: O=C(NC1CCCCC1)C(c1cccs1)N(C(=O)C(F)(F)F)c1ccccc1 (stereo unspecified)
  A: 92; B: /; C: -1; D: -5; E: -28; F: 3; G: -1.6; H: 94; I: 4; J: 6
smiles: CCOC(=O)c1cnc(-n2nc(C)cc2C)nc1N(C)C
  A: 93; B: -1; C: -7; D: -12; E: -10; F: 7; G: 2.6; H: 86; I: 3; J: /
smiles: CCn1cc([N+](=O)[O-])c(C(=O)N2N=C(c3ccc4ccccc4c3)CC2c2ccccc2O)n1 (stereo unspecified)
  A: 5; B: /; C: /; D: 16; E: -36; F: 2; G: -6.6; H: 3.2*; I: 1; J: 0
smiles: Cc1noc(C)c1S(=O)(=O)NCCc1ccc(S(N)(=O)=O)cc1
  A: 93; B: -1; C: -5; D: 5; E: -8; F: 1; G: -1.0; H: 94; I: 2; J: /
smiles: CCSc1nnc2c(n1)OC1(CCCC1)Nc1ccccc1-2
  A: 88; B: -1; C: -6; D: -3; E: -57; F: 6; G: 0.2; H: 92; I: 4; J: /
smiles: Cc1c(NC(=O)/C(=C/c2cccs2)c2cccs2)c(=O)n(-c2ccccc2)n1C
  A: 104; B: -4; C: -5; D: 9; E: -12; F: 11; G: -0.8; H: 88; I: 0; J: 16
smiles: CC(C)NC(=O)c1ccc(COCC(F)(F)F)cc1
  A: 90; B: 2; C: -10; D: 0; E: 1; F: 8; G: 0.4; H: 83; I: -2; J: -4
smiles: CCN(C(=O)c1cnc(N2CCN(c3ncccn3)CC2)c2ccccc12)c1cccc(Cl)c1
  A: 5; B: /; C: 11; D: 7; E: -41; F: 3; G: -2.2; H: 4.0*; I: 5; J: -7
